Rpn11 block: inhibitors of human proteasome Rpn11; calls only at 20 µM; O00487; actives 0.59% (n = 360,000); human 26S proteasome, Ub4-pepOG fluorescence polarization; 20S core pre-blocked with epoxomicin; AID 588493;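 active means inhibition at 20 µM, scaled to each plate's controls, above about 33%, limit read from the data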
Target sequence (O00487 whole entry, looked up): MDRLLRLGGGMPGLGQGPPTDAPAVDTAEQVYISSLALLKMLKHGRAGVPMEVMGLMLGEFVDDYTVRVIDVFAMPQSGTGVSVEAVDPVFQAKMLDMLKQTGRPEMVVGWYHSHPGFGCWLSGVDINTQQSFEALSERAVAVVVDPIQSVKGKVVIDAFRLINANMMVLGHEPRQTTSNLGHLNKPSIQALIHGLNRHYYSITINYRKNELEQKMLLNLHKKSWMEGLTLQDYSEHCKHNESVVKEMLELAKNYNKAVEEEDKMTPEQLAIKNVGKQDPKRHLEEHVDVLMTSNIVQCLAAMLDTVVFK
NadD inh: blocks S. aureus nicotinate mononucleotide adenylyltransferase | purified NadD enzyme, colorimetric absorbance read-out | inhibition, % at 20 µM | actives 0.78% (n = 360,000) | AID 602399; in the data active means inhibition above about 26%; further: some compounds past the cut are filed as inactive
CSN inh: blocks human CSN-mediated cullin deneddylation | Q92905 | Purified CSN, SCF-Nedd8-OG deneddylation, fluorescence polarization | AID 651999 | actives 0.38% (n = 360,000) | inhibition, % at 12.5 µM;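 active means pattern-corrected inhibition above about 35%, with an unprinted fluorescence ratio check between 0.5 and 1.5, limit read from the data, passing the limit was not always enough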;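 further: 0% = enzyme with substrate and 100% = substrate without enzyme; some results filed as inactive read as strong as hits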
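Material: human Csn5 produced in HEK293T cells; Input: enzyme 0.24 nM; Reagent: SCFSkp2-Nedd8OG substrate at 10 nM final; Dosing: 12.5 µM compound; Incubation: 90 min reaction at room temperature; Detection: fluorescence polarization of the substrate; Evaluation: % inhibition of substrate cleavage by Csn5; Control set: substrate-only high control, full reaction low control.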
Scp-1 inhibitor: Scp-1 (human) phosphatase inhibition; Recombinant Scp1, phosphopeptide, malachite green phosphate absorbance; inhibition, % at 20 µM; actives 0.88% (n = 340,000);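 active means inhibition above about 50% at 20 µM, limit read from the data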;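 further: plate controls were DMSO wells with enzyme for no effect and wells lacking enzyme for full effect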
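Test system: SCP-1 catalytic domain; Buffer or medium: Acidic Tris acetate buffer with magnesium and detergent; Also added: Phosphorylated 17-residue peptide substrate; Compound: single 20 µM dose, 1% DMSO; Schedule: enzyme reaction 45 min at room temperature, colour 5 min, stabilisation 30 min; Signal: Phosphate-binding colour reagent, absorbance read at 630 nm.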
MsrA inhibitor: inhibits bovine methionine sulfoxide reductase A; purified bovine MsrA, absorbance read-out; inhibition, % at 15.5 µM; actives 0.75% (n = 360,000); AID 651718; in the data active means inhibition above about 4.5%;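 further: 0% = vehicle wells with enzyme and 100% = reference inhibitor wells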
LMPTP block: LMPTP (human) inhibition | recombinant LMPTP-A, OMFP fluorogenic substrate, fluorescence intensity | inhibition, % at 20 µM | actives 0.22% (n = 360,000) | AID 651560;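 active means compounds that cut the enzyme signal by at least half of the control window in the single-dose screen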;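 further: plate controls were DMSO wells with enzyme plus substrate for no effect and substrate without enzyme for full effect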
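Test system: LMPTP-A phosphatase enzyme; input: 0.625 nM LMPTP-A final; reagent: OMFP substrate, 400 µM final; compound dosing: 20 µM single dose, 3% DMSO; incubation: 50 min dark incubation at room temperature; measured by: endpoint fluorescence intensity from OMFP dephosphorylation; measure: % inhibition relative to no-enzyme and uninhibited control wells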
SUMO1-SIM PPI: SUMO1-SIM interaction modulation; P63165; SUMO1 binding to a labelled peptide, TR-FRET, 1 h; inhibition, % at 20 µM; actives 0.33% (n = 360,000); in the data active means inhibition above about 37%
Target sequence (P63165 whole entry, looked up): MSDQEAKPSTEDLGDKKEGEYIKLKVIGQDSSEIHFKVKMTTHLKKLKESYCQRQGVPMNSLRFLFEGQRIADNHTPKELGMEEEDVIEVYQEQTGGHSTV
STEP block: STEP (human) phosphatase inhibition | actives 0.25% (n = 360,000) | AID 588621 | recombinant STEP, OMFP fluorogenic substrate, fluorescence | inhibition, % at 20 µM;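 active means inhibition at 20 µM, scaled per plate between control wells, above about 37%, limit read from the data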;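 further: 0% = DMSO with enzyme and substrate and 100% = substrate only without enzyme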
Target sequence (P54829 whole entry, looked up): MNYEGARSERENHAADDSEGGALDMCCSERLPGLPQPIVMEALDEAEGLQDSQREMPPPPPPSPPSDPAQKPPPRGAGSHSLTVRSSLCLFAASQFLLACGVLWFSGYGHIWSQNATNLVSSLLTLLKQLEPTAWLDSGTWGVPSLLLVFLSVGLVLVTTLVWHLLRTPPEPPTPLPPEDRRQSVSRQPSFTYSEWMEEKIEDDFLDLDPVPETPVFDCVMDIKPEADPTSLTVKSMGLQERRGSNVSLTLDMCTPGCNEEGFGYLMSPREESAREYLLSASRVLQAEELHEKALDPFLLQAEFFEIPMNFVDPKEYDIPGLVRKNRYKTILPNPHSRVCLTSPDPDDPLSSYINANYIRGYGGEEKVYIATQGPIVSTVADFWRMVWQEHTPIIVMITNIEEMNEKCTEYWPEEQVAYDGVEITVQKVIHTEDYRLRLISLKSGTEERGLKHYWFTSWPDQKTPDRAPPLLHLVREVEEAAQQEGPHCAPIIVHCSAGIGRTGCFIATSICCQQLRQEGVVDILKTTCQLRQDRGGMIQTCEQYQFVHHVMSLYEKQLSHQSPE
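material = STEP tyrosine phosphatase | reagent = fluorogenic phosphatase substrate OMFP at 25 µM final | doses = single compound dose of 20 µM, 1% DMSO final | schedule = 20 min reaction, room temperature, in the dark | measured by = fluorescence, 480/540 nm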
DNMT1 block: inhibitors of human DNMT1; actives 0.83% (n = 360,000); DNMT1 molecular beacon, Hinp1I cleavage, fluorescence; inhibition (reported as % activation of signal), % at 10 µM; in the data active means inhibition above about 50%
Tb MetRS inh: Trypanosoma brucei MetRS inhibition | purified T. brucei MetRS, ATP depletion, Kinase-Glo luminescence | inhibition, % at 11.9 µM | actives 0.4% (n = 360,000) | AID 624268;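 active means inhibition above a per-plate cutoff of the control wells' mean inhibition plus 3 SD, cut at about 5.5% in these data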;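 further: 0% = DMSO wells median and 100% = median of wells with control inhibitor compound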
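Test system: purified T. brucei MetRS enzyme. Also added: ATP, methionine and E. coli bulk tRNA substrates. Compound: 11.9 µM single point. Schedule: 15 min enzyme-compound preincubation, 2 h reaction, 10 min detection, 25 °C. Signal: luciferase luminescence of residual ATP, Kinase-Glo. Evaluation: percent inhibition versus plate control medians. Controls: DMSO wells, low control.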
Starred values were filed as active, the others as inactive; i = inactive; nt = no result given; + = active, no number.

[1] CCOC(=O)c1c(S(=O)(=O)NCC(=O)Nc2cc(C)ccc2OC)c(C)n(C)c1C
[2] C[C@@H]([C@H](O)c1ccccc1)N(C)C(=S)Nc1ccccc1
[3] CCN(CC)C(=S)SCC(=O)c1ccc(F)cc1
[4] CCCS(=O)(=O)NC(=O)C1(C)CCN(C(=O)c2ccc3ccccc3c2)C1 (stereo not drawn)
[5] COc1cccc(OC)c1OCC(O)CN1CCN(c2ccc(F)cc2)CC1 (stereo not drawn)
[6] O=C(CN(Cc1cccs1)C(=O)CSc1nnc(COc2ccccc2)o1)NC1CCCCC1
[7] O=C(COc1ccccc1F)NNC(=O)c1ccc(N2CCCCC2)c([N+](=O)[O-])c1
[8] O=C(c1ccco1)N1CCN(c2ncnc3c(-c4ccccc4)nsc23)CC1
Screen / compound no.,1,2,3,4,5,6,7,8
Scp-1 inhibitor,-5,-7,-12,nt,-10,-3,-9,6
MsrA inhibitor,0.3,0.9,0.5,nt,1.0,1.0,1.2,1.3
Tb MetRS inh,-0.5,-1.1,-0.5,-0.3,-0.7,0.0,-0.6,0.1
STEP block,-2,4,-2,0,0,-2,1,2
CSN inh,0,1,-2,2,0,-1,1,5
LMPTP block,0.2,0.4,-0.2,0.7,-3.1,1.7,0.6,25
Rpn11 block,i,i,i,i,i,i,i,+
DNMT1 block,-2,2,1,6,2,-1,-4,-5
SUMO1-SIM PPI,3,5,-4,-3,7,3,-21,-2
NadD inh,-2,-4,-5,-7,-4,-4,-1,9

[9] Cc1cc(NCCN2CCOCC2)c2ccc3ccccc3c2n1
[10] COc1ccc(OC2C(=O)N(Cc3ccc(F)cc3)C2c2cc(OC)c(OC)c(OC)c2)cc1 (stereo not drawn)
[11] Cc1ccc(C(=O)O)cc1S(=O)(=O)Nc1ccccc1C(=O)NC1CC1
[12] COc1cc(C(=O)OCC(=O)N2CCCC2)cc2c1OCCO2
[13] COc1ccccc1C1=CN(Cc2ccccc2)CCC1=O
[14] O=C(CN1C(=O)c2ccccc2C1=O)N1CCN(c2nnc(-c3ccccc3)c3ccccc23)CC1
[15] CCOC(=O)C(C(=O)Nc1nc2ccccc2s1)C1CCCCC1 (stereo not drawn)
[16] COc1ccc([C@H]2CC(=O)C=C(c3ccnc4ccc(Cl)cc34)C2)cc1
Screen / compound no.,9,10,11,12,13,14,15,16
Scp-1 inhibitor,1,-7,-1,-10,-6,-3,-6,59*
MsrA inhibitor,0.6,-1.0,1.7,-0.4,4.2,0.1,-0.2,0.2
Tb MetRS inh,-0.2,-0.8,0.0,-0.3,-0.2,-0.3,-0.3,-0.1
STEP block,-2,1,0,-2,-3,3,2,-1
CSN inh,4,4,-8,2,4,3,1,2
LMPTP block,4.0,-0.2,-1.2,-1.5,-1.2,-0.5,1.7,2.3
Rpn11 block,i,i,i,i,i,i,i,i
DNMT1 block,25,-4,2,0,1,1,1,-6
SUMO1-SIM PPI,-3,4,10,-1,1,-12,0,-15
NadD inh,0,-2,-6,1,3,9,0,0

Some of the entries so far, with values under each structure:
Results follow in this order: Scp-1 inhibitor	MsrA inhibitor	Tb MetRS inh	STEP block	CSN inh	LMPTP block	Rpn11 block	DNMT1 block	SUMO1-SIM PPI	NadD inh
#5 COc1cccc(OC)c1OCC(O)CN1CCN(c2ccc(F)cc2)CC1 (stereo not drawn)
    -10	1.0	-0.7	0	0	-3.1	i	2	7	-4
#7 O=C(COc1ccccc1F)NNC(=O)c1ccc(N2CCCCC2)c([N+](=O)[O-])c1
    -9	1.2	-0.6	1	1	0.6	i	-4	-21	-1
#2 C[C@@H]([C@H](O)c1ccccc1)N(C)C(=S)Nc1ccccc1
    -7	0.9	-1.1	4	1	0.4	i	2	5	-4

(continued)
[17] COC(=O)c1[nH]c2ccc(C)cc2c1NC(=O)C(C)N1CCN(C2CCCCC2)CC1 (stereo not drawn)
[18] COc1ccc2nc(NC(=O)c3cccc(N4C(=O)CCC4=O)c3)sc2c1
[19] COc1ccccc1N1CCN(C(=O)C2CCCN(S(=O)(=O)c3ccc4c(c3)oc(=O)n4C)C2)CC1 (stereo not drawn)
[20] COc1ccc(-c2csc(NC(=O)CSc3ccc(Br)cc3)n2)c(OC)c1
[21] COc1cc(OC)cc(C(=O)Nc2cccc(NC(=O)c3cc(OC)cc(OC)c3)n2)c1
[22] CC(=O)c1cnc(-c2ccccc2)s1
[23] COc1ccc(NC(=O)C[C@H]2C(=O)N(c3ccc(OC)cc3)C[C@@H]2c2ccc(Br)cc2)cc1
[24] CS(=O)(=O)/C(C#N)=C/c1c(-c2ccccc2)nc2n1CCS2
Screen / compound no.,17,18,19,20,21,22,23,24
Scp-1 inhibitor,-7,-4,-10,-5,-10,-4,nt,-2
MsrA inhibitor,0.3,2.7,0.9,1.3,1.5,2.4,0.6,1.1
Tb MetRS inh,-1.2,-0.1,-0.3,-0.2,-0.2,-1.0,-0.1,-0.3
STEP block,-1,-2,2,0,0,-1,0,1
CSN inh,-5,5,4,-3,4,-6,0,0
LMPTP block,-2.5,0.0,-1.0,2.8,0.8,-2.1,1.0,-0.7
Rpn11 block,i,i,i,i,i,i,i,i
DNMT1 block,-2,0,1,-1,0,-4,3,4
SUMO1-SIM PPI,-6,10,1,1,0,-22,-2,-24
NadD inh,-1,1,-1,1,-2,-5,26,-7

[25] Cc1ccc(C(C)C)c(OCC(=O)Nc2ccc3c(c2)nc(CN2CCCC2)n3C)c1
[26] Fc1cccc(Cc2c(-c3cccc(Br)c3)nc3c(Cl)cc(C(F)(F)F)cn23)c1
[27] CCc1ccc(CN2CCCC(CNC(=O)c3cccc(OC)c3OC)C2)cc1 (stereo not drawn)
[28] O=C(Nc1cccc(C(F)(F)F)c1)c1cncs1
[29] CNc1ccc(Cl)cc1C(N)=O
[30] CCCNC(=O)c1ccc(N2CCC3(CC2)CC(c2cccc(Br)c2)=NO3)c(NC(=O)c2ccccc2)c1
[31] Cc1ccc(C(=O)N/C(=C\c2cccs2)C(=O)NCCc2ccccn2)cc1C
[32] CC(C)OCCCNC(=O)c1ccncc1
Screen / compound no.,25,26,27,28,29,30,31,32
Scp-1 inhibitor,-10,nt,-2,-4,8,1,3,9
MsrA inhibitor,0.6,-0.3,-0.5,1.5,0.8,0.1,1.2,1.1
Tb MetRS inh,-1.2,-0.6,-1.0,-0.8,-0.4,-0.4,0.1,-0.3
STEP block,28,0,-3,1,-1,3,2,-2
CSN inh,5,2,-1,0,4,1,3,1
LMPTP block,35,0.2,-0.1,0.4,-1.5,4.3,-0.5,-1.2
Rpn11 block,i,i,i,i,i,i,i,i
DNMT1 block,-7,10,-1,-1,-4,-10,0,0
SUMO1-SIM PPI,-1,1,-2,-2,-2,2,-6,-2
NadD inh,4,8,3,2,0,15,5,-2

[33] COc1cccc(CN2CCN(CCc3ccccc3)C(CCO)C2)c1OC (stereo not drawn)
[34] COc1ccccc1-n1c(SCC(=O)Nc2cc(C)on2)nc2c(c1=O)SCC2
[35] O=C(O)C(C(=O)Oc1ccccc1)C(C(=O)O)C(=O)Oc1ccccc1 (stereo not drawn)
[36] COC(=O)C(CCSC)NC(=O)c1cc2c(n(-c3ccccc3)c1=O)CC(C)(C)CC2=O (stereo not drawn)
[37] COc1ccc(NC(=O)NNC(=O)c2cc3ccccc3cc2O)cc1
[38] CCOC(=O)c1ccc(N2CCN(c3ccccc3F)CC2)c(NC(=O)Nc2cccc(OC)c2)c1
[39] Cc1ccccc1SCC(=O)OCC(=O)NCCNC(=O)COC(=O)CSc1ccccc1C
[40] Cc1ccc(NC(CNS(=O)(=O)c2ccc(Cl)cc2)c2ccccc2)cc1 (stereo not drawn)
Screen / compound no.,33,34,35,36,37,38,39,40
Scp-1 inhibitor,-2,-3,-6,-5,4,16,-9,-5
MsrA inhibitor,-0.5,1.6,-0.1,0.5,1.1,0.8,-1.1,0.9
Tb MetRS inh,-0.5,-0.2,-0.1,-1.8,0.1,-1.2,-0.4,-1.1
STEP block,2,2,-2,-2,5,3,1,3
CSN inh,-5,2,5,-11,6,1,3,2
LMPTP block,-0.6,1.2,-1.1,-2.7,2.3,1.3,0.8,6.0
Rpn11 block,i,i,i,i,i,i,i,i
DNMT1 block,1,-7,6,4,2,-1,-7,-3
SUMO1-SIM PPI,1,-7,4,0,-2,1,1,-3
NadD inh,-2,2,3,1,-2,15,-2,6

[41] O=C(O/N=C(\c1ccccc1)c1ccccn1)c1cccc2ccccc12
[42] COc1ccc(Br)cc1C1CC(=O)N2CN(Cc3ccccc3)CSC2=C1C#N (stereo not drawn)
[43] O=C(CN1C(=O)NC2(CCCC2)C1=O)Nc1ccc(OC(F)(F)F)cc1
[44] Cc1cc(C)c(S(=O)(=O)Nc2ccc3[nH]c(=O)[nH]c3c2)c(C)c1
[45] COc1cc2ccccc2cc1C(=O)N/N=C/c1cccnc1
[46] Clc1ccc(OCCCc2nc(-c3ccncc3)no2)c(Cl)c1
Screen / compound no.,41,42,43,44,45,46
Scp-1 inhibitor,-4,-12,-8,3,-2,3
MsrA inhibitor,0.2,-0.1,0.1,-0.5,0.7,-0.2
Tb MetRS inh,-0.3,0.0,0.0,0.6,-0.1,1.5
STEP block,-1,46*,0,-1,1,0
CSN inh,-11,2,4,-2,3,3
LMPTP block,1.1,9.6,-1.5,0.5,0.2,2.1
Rpn11 block,i,i,i,i,i,i
DNMT1 block,-3,-18,-1,6,2,-6
SUMO1-SIM PPI,-1,6,5,0,-25,-6
NadD inh,-7,12,-4,10,4,-3

Assay outcomes: PubChem BioAssay, several laboratories
